Screening results: PubChem, several laboratories
phage Ecoli inh: growth loss of phage-infected E. coli, primary screen, RecBCD inhibitor project, absorbance, with phage, HTS; 360,000 compounds, 0.26% hits; inhibition, % at 11.9 µM; in the data active means inhibition above about 11%
PKA-R1A act: activators of PKA-R1A holoenzyme, primary screen, biochemical, fluorescence polarization, Cy5-IP20, bovine R1A, mouse PKAc. cAMP-dependent protein kinase type I-alpha regulatory subunit (Bos taurus) + …. PKA-R1A dissociation; scaled: DMSO 0%, 113 µM cGMP 100%. activation, % at 11.4 µM. 340,000 compounds, 0.083% hits;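 active means percent activation above the mean of all tested compounds plus 3 SD, cut at about 19% in these data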;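 further: higher means more PKAc released from R1A so a rise in polarization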
Tat transport: E. coli Tat export inhibitors, primary screen, MC4100, TorA-mCherry reporter, fluorescence, single point | inhibition, % at 10 µM | 340,000 compounds, 0.036% hits;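 active means mean replicate inhibition at least 50% and at least half of replicates individually reaching 50%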;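 further: exported cargo escapes ClpAP degradation while cytoplasmic cargo is degraded and loses fluorescence; 0% = median of neutral control wells and 100% = median of NaSCN control wells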
E coli growth: E. coli V3065 growth inhibition, primary screen, counter-screen for AddAB inhibitor project, absorbance, OD600; inhibition, % at 11.9 µM; 330,000 compounds, 0.27% hits; AID 449728, 2010; 18 h;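 active means inhibition above the campaign's mean inhibition across all tested compounds plus 3 SD, cut at about 9.9% in these data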;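 further: uninfected addAB+ strain grown without phage in ampicillin broth; 0% = DMSO wells and 100% = ciprofloxacin 0.95 µg/ml wells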
AddAB inh: growth inhibition of E. coli expressing H. pylori AddAB, primary screen, AddAB inhibitor project, absorbance; inhibition, % at 11.9 µM; 330,000 compounds, 0.29% hits; in the data active means inhibition above about 12%;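 further: 0% = vehicle wells of infected cells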
DSG3 Ab inh: inhibitors of pemphigus antibody binding to DSG3, primary screen, biochemical, bead-based, flow cytometry, scFv-GFP. Desmoglein-3 (Homo sapiens), P32926. binding (percent of control), % at 10 µM. DSG3-coupled beads, scFv-anti-DSG3-GFP binding; hits give low values. 310,000 compounds, 0.48% hits;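 active means binding more than 3 SD below its plate's average and above zero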;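 further: hits lower antibody fragment binding to DSG3; some compounds called inactive have numbers as strong as hits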
Target sequence (P32926 whole entry, looked up, the tested form may be a part): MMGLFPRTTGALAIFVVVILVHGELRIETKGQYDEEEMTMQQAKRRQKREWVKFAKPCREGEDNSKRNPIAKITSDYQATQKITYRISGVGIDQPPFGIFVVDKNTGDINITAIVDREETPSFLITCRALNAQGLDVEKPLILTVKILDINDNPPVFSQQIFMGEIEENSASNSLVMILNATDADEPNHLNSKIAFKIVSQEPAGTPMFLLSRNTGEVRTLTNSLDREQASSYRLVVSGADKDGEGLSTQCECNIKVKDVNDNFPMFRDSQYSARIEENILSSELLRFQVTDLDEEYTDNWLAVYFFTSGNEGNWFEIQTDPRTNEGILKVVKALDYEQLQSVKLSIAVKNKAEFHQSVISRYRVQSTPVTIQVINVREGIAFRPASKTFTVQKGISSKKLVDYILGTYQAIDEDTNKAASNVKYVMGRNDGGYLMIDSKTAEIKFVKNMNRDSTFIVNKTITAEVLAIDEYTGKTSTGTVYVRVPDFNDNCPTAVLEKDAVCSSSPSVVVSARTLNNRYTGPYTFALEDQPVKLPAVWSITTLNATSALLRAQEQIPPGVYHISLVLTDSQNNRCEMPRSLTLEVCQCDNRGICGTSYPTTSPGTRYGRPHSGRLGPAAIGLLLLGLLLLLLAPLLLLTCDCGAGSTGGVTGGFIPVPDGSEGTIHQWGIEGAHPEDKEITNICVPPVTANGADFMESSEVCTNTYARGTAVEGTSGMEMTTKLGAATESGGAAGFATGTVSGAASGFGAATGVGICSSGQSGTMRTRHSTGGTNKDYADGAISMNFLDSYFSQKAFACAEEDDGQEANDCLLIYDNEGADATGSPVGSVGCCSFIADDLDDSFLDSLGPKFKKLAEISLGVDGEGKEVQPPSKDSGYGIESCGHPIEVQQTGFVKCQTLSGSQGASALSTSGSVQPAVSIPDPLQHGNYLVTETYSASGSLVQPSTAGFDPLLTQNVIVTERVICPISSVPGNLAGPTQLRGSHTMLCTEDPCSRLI
Arr AP2 block: inhibitors of beta-arrestin/AP2 binding, primary screen, biochemical, GPCR trafficking, flow cytometry; FITC-arrestin peptide / GST-AP2 beads; AP2 beta2 appendage carries R879A mutation; inhibition, % at 10 µM; beta-arrestin 1 C-terminal peptide binding to AP2 beta2-adaptin appendage (human); 340,000 compounds, 0.31% hits;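 active means inhibition above a set limit, near 3 SD of compounds lacking own fluorescence, cut at about 54% in these data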;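 further: plate controls were DMSO wells for no effect and 5 µM unlabelled arrestin peptide for full effect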
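System: GST-AP2 R879A glutathione beads; medium: PBS, Tween 20 0.05%, BSA 0.1%; reagent: fluorescein-tagged arrestin peptide at 50 nM final; schedule: pre-incubation 12 min, peptide binding 1 h, room temperature; detection: flow cytometry, FL1 (488/535 nm); read-out: inhibition as reduced fluorescein signal on beads, percent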
Mot1-301 SUMO: yeast Mot1-301 growth rescue at high temperature, primary screen, SUMOylation pathway inhibitor project, S. cerevisiae, ATP luminescence, 38.5C | growth rescue, % at 18.8 µM | 320,000 compounds, 1% hits | AID 2716, 2010 | S. cerevisiae Mot1-301 growth rescue; percent above DMSO median, 100 means doubled;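 active means every valid replicate shows activation above 250% relative to neutral control wells; inactive means the rest, any valid replicate at or below 250%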;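 further: OY570 slx delta 5 strain wells were the positive control but not used for scaling; some compounds called inactive have numbers as strong as hits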
MOR-DOR inv ag: inverse agonists of MOR-DOR heterodimerization, primary screen, cell-based, luminescence. 340,000 compounds, 0.21% hits. inhibition, % at 9.3 µM. cell-based MOR-DOR heterodimer luminescence, inverse agonism. Mu-type opioid receptor (Homo sapiens) + Delta-type opioid receptor (Homo sapiens), …; in the data active means inhibition above about 22%, passing the limit was not always enough;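 further: 0% = cells with DMSO and 100% = wells without cells with DMSO; values of inactives mirror those of a sister screen read the other way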
MOR-DOR ag: agonists of OPRM1-OPRD1 heterodimerization, primary screen, cell-based, luminescence; Mu-type opioid receptor (Homo sapiens) + Delta-type opioid receptor (Homo sapiens), …; cells; activation, % at 9.3 µM; 340,000 compounds, 0.3% hits; in the data active means activation above about 18%;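 further: 0% = vehicle-treated cells and 100% = reference agonist; values of inactives mirror those of a sister screen read the other way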
PfHsp90 yeast 2: growth inhibition of PfHsp90-expressing yeast, primary screen, antimalarial PfHsp90 inhibitor project, S. cerevisiae, BacTiter-Glo luminescence, single point, set 2; inhibition, % at 9.4 µM; BacTiter-Glo ATP, 48 h; yeast lacking PDR1 and PDR3 efflux regulators; AID 504621, 2011; 310,000 compounds, 0.32% hits;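 active means every replicate shows inhibition above about 80%, whatever the replicate mean, limit read from the data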;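 further: 0% = DMSO neutral controls and 100% = 20 µM radicicol positive controls; yeast relying on Plasmodium falciparum Hsp90 in place of its own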
The depositor's hits bear a star; · = not tested or not shown.

canonical_smiles	AddAB inh	PKA-R1A act	E coli growth	DSG3 Ab inh	MOR-DOR ag	PfHsp90 yeast 2	phage Ecoli inh	Arr AP2 block	Mot1-301 SUMO	MOR-DOR inv ag	Tat transport
C=CCn1c(C)nnc1SCC(=O)Nc1nc(C)c(C(=O)N(C)C)s1	4.6	-3	0.7	·	-2.0	9	0.9	21	-1	11	-1
COc1cc(-c2nnc(SCc3cccnc3)n2C)cc(OC)c1O	-1.0	-9	-3.2	97	-1.1	6	0.9	2	-8	6	-7
CCOC(=O)c1ccc(NC(=O)c2nc[nH]c2C(=O)N[C@@H](C)C(=O)OC(C)(C)C)cc1	3.8	-6	0.2	103	-3.3	28	3.1	-1	11	15	14
O=C(Cc1ccc(Br)cc1)OCC(=O)c1ccc[nH]1	0.1	7	0.0	92	-0.7	-44	3.5	-3	46	4	7
CCC1CCCCN1C(=O)CSc1nnc(CNC(=O)c2cc(OC)c(OC)c(OC)c2)o1 (stereo unspecified)	0.8	2	0.4	104	-2.6	18	0.6	0	50	15	-4
CC(C)NC(=S)N/N=C/C1=CCC2CC1C2(C)C (stereo unspecified)	2.2	-10	0.3	100	1.8	2	0.0	-4	84	-9	2
CC(=O)Nc1ccc(NC(=O)CSc2nnc(C)c(=O)n2N)cc1	2.4	-3	1.5	83	-2.6	-7	3.8	4	5	13	-2
COc1cccc(NC(=O)NC2CCCCCCC2)c1	0.9	0	1.0	95	2.9	-4	0.5	14	6	-15	-1
CCCc1cc(=O)[nH]c(SCCOc2ccc(OCC)cc2)n1	2.9	-14	-2.1	103	0.7	·	1.8	-2	16	-4	-6
COc1cc(CC(=O)NCC(C)(C)N2CCOCC2)cc(OC)c1OC	1.7	3	-0.3	100	-1.0	0	2.6	-3	2	6	1
O=C1OCCC1Sc1nc2ccccc2c(=O)n1Cc1ccccc1 (stereo unspecified)	-0.9	10	-2.1	128	1.0	·	0.6	0	·	-5	-2
CCOC(=O)Nc1sc(=S)n(C)c1C	-0.3	-8	3.2	97	0.9	25	3.2	-8	509*	-6	-3
O=P(Cc1ccncc1)(c1ccccc1)c1ccccc1	-3.8	-1	-1.0	105	-4.3	-22	2.7	4	4	21	-4
CC/C(O)=C1\C(=O)CC(C)(C)CC1=NCCc1nc2ccccc2[nH]1	0.3	-10	-0.9	113	-0.5	·	2.0	44	·	2	1
CCOC(=O)[C@@H]1[C@H]2COc3ccc(Br)cc3[C@@H]2N2C(=O)N(c3ccc(F)cc3)C(=O)[C@]12C	1.3	0	0.7	103	-2.7	-9	1.1	7	11	16	6
CC(SCc1ccccc1)C(=O)N/N=C/c1ccc2c(c1)OCO2 (stereo unspecified)	-1.2	3	-0.8	94	0.5	8	3.1	2	231	-2	1
COc1ccc(N2CCN(C(CNC(=O)C(=O)NC3CC3)c3ccco3)CC2)cc1 (stereo unspecified)	-2.4	4	-0.8	93	-0.8	9	-0.3	12	5	5	-4
Cc1ccccc1NC(=O)c1ccccc1NC(=O)c1ccco1	2.9	-3	0.1	98	-2.9	5	4.6	6	402*	17	1
CCN1CCN(CCCNC(=O)c2ccc3c(c2)N(Cc2ccc(C)cc2)CCS3)CC1	0.2	-14	-5.0	·	-2.2	13	·	3	-14	11	6
Nc1ccc(CCn2ccnc2)cc1	-0.7	-3	-2.6	92	-2.8	5	1.4	-17	5	13	-6
C[C@]12C(=O)N(c3ccc(Br)cc3)C(=O)N1[C@H]1c3ccccc3OC[C@@H]1[C@H]2c1ccccc1	-1.4	-1	2.9	101	2.2	-18	0.7	-9	-13	-13	-3
CC1CCN(S(=O)(=O)N2CCCC(C(=O)NCc3ccc(F)cc3)C2)CC1 (stereo unspecified)	-0.9	-14	1.6	99	-0.9	-4	3.7	-10	28	5	0
CN(C)C(=O)CSc1nc2ccc(N3C(=O)c4ccccc4C3=O)cc2s1	2.3	-5	0.5	97	-1.4	1	2.5	26	562*	7	-3
CC(C)(C)c1ccc(C(=O)OCC(=O)Nc2sc3c(c2C#N)CCC3)cc1	-0.3	12	-1.2	107	0.0	·	2.0	34	-2	0	-9
C[C@@]12CCC=C[C@H]1[C@H](c1ccc(/C=C/c3ccccc3)cc1F)N(Cc1ccccc1)C2=O	-2.6	14	-1.2	99	-0.9	20	-1.0	0	-4	5	7
COc1ccccc1OCc1ccc(C(=O)NCc2ccco2)o1	2.5	3	0.6	132	1.2	19	1.1	2	14	-7	16
CN(C)S(=O)(=O)c1ccc(C(=O)NCC(=O)N/N=C/c2cccs2)cc1	-3.3	2	-0.2	88	-0.5	10	3.4	5	20	3	1
CN(CC(=O)Nc1ccc(F)cc1)C(=O)CSc1nccn1C	0.7	-7	2.7	101	0.3	-1	1.2	11	-4	-2	-11
CCOC(=O)C1CCN(c2nc3cc(OC)ccc3cc2C#N)CC1	1.3	8	-1.2	100	2.2	7	1.1	8	33	-13	12
COc1ccc(Oc2cccc(Cl)c2CNC(=O)c2ccccc2C(=O)O)cc1	0.4	·	0.8	97	·	·	1.1	-1	3	·	·
CCN=c1scc(-c2ccco2)n1/N=C/c1ccc(O)cc1	0.8	-6	-3.9	·	-1.9	0	1.9	-2	-12	9	-7
COC(=O)CC1C(=O)NCCN1C(=S)Nc1cc(C)cc(C)c1 (stereo unspecified)	-1.2	4	0.1	118	-1.1	12	2.5	9	-6	6	-2
O=C(O)c1ccc(Cl)c(S(=O)(=O)Nc2ccc(OCc3ccccc3)cc2)c1	2.2	-5	1.4	99	1.9	-5	-0.6	21	35	-15	0
CC(C)CN(CC(C)C)C(=O)c1cc(S(=O)(=O)N2CCCCC2)c[nH]1	2.4	-10	1.3	102	-0.2	18	0.2	-2	-6	1	-7
N#CC1(Nc2cccc(Cl)c2)CCCC1	·	4	·	120	-2.9	-6	2.1	1	·	15	-9
Cc1c([N+](=O)[O-])c(C/C=N/O)nn1C	·	2	·	94	-0.5	1	1.5	3	·	3	4
COc1ccc(-n2nc(C(N)=O)c(O)cc2=O)cc1	0.5	12	0.4	99	-1.8	3	2.4	18	8	10	5
Cc1cccc(OC2(c3ccccc3)OC(=O)c3ccccc32)c1C (stereo unspecified)	0.4	-1	1.3	108	3.7	-10	1.8	7	-7	-20	-1
Cc1ccc(N(Cc2cc3cccc(C)c3[nH]c2=O)S(=O)(=O)c2ccccc2)c(C)c1	-0.1	-12	1.3	·	-4.4	3	·	-19	-10	23	-3
Cn1c(N)c(C(=O)COc2ccc(Cl)cc2Cl)c(=O)n(C)c1=O	-0.3	-17	-0.3	111	-1.0	42	2.7	-9	8	5	-2
COc1cccc(/C=N/NC(=O)c2ccoc2C)c1	2.4	0	0.0	108	-2.0	0	2.0	-11	-11	10	-3
CCCc1cc(=O)[nH]c(SCc2nc3ccccc3s2)n1	5.3	4	1.0	105	-2.1	-4	-1.9	-1	-11	11	-1
COC(=O)c1ccc(Cn2nnc3c(=O)[nH]c(C4CCCN(S(=O)(=O)c5ccc(C)cc5)C4)nc32)cc1 (stereo unspecified)	2.6	0	1.2	102	-3.1	-9	2.0	1	·	16	17
O=C(NC1CCCCCC1)c1ccc(=O)n(Cc2ccccc2)n1	2.1	6	0.9	105	-0.3	1	3.6	6	4	2	7
COc1ccc(N(C(=O)c2cccnc2)S(=O)(=O)c2cc(OC)ccc2OC)cc1	0.1	9	-2.1	103	-2.1	6	0.1	-3	-1	11	-3
Cc1onc(-c2c(F)cccc2Cl)c1C(=O)N1CCCC1	·	-1	·	96	-1.7	-3	2.7	-8	·	11	-6
O=C1c2c([N+](=O)[O-])cc([N+](=O)[O-])cc2S(=O)N1Cc1ccccc1 (stereo unspecified)	0.7	-14	1.3	96	3.7	-9	7.9	31	529	-20	2
CCCCn1nnc(NC(=O)c2ccc(-c3ccccc3)cc2)n1	4.4	-3	-0.7	98	0.5	-22	2.0	-1	72	-3	2
O=C(NCc1ccc(F)cc1)c1cccc(S(=O)(=O)N2CCOCC2)c1	-0.1	0	-0.9	108	-3.9	10	1.8	-8	-16	16	2

Outcome played no part in choosing rows; 2.8% or so of the library scored in one or more.
